# CHRM5 antagonist: blocks acetylcholine activation of human M5 receptor | P08912 | CHO-hM5 cells, Fluo-8 calcium fluorescence, ACh EC80 | inhibition, % at 3 µM | actives 0.59% (n = 360,000) | AID 624040;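 active means inhibition above a per-plate cutoff, the mean of that plate's test compounds plus 3 SD, cut at about 27% in these data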;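 further: 0% = acetylcholine EC80 with DMSO and 100% = DMSO without agonist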
# Target sequence (P08912 whole entry, looked up): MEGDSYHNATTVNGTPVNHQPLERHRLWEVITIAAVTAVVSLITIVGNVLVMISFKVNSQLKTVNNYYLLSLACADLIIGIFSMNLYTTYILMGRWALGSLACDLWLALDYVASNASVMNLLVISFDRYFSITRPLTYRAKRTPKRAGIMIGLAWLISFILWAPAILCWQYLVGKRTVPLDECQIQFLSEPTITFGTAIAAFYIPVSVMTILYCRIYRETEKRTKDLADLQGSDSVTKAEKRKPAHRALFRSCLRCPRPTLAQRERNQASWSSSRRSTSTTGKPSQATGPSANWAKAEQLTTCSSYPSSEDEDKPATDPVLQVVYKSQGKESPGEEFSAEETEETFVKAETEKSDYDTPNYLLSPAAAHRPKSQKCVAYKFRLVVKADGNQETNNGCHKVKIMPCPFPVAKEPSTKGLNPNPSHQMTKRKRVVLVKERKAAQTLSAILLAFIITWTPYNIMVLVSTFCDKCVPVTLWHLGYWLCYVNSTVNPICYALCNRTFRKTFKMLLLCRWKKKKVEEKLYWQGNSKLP
# CRFR2-BP antag: blocks CRF-induced signaling of the CRF-BP/CRF-R2 complex; HEK293 CRF-R2/CRF-BP, CRF-induced calcium fluorescence; inhibition, % at 11.8 µM; actives 0.59% (n = 350,000); AID 588475;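 active means inhibition of the ligand-induced calcium signal above about 50% at the single tested concentration, limit read from the data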
# IDE inh: cellular human IDE inhibition; HEK cells, FAbetaB cleavage, fluorescence polarization; AID 434962; actives 0.41% (n = 320,000); P14735; inhibition, % at 5.59 µM;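 active means percent inhibition above the average of all tested compounds plus 3 SD, set per screening campaign, cut at about 16% in these data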;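 further: IDE supplied by intact live HEK cells; FP after avidin binding of uncleaved biotin substrate so inhibition keeps polarization high; 0% = DMSO wells and 100% = 60 µM reference IDE inhibitor Ii1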
# M4 PAM: positive allosteric modulators of human muscarinic M4 receptor; activation, % at 3 µM; actives 0.4% (n = 360,000); CHO-K1 hM4/Gqi5, Fluo-8 calcium fluorescence, ACh EC20; 0% = ACh EC20, 100% = maximal ACh; AID 624126;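 active means activation above its plate's cutoff, the mean activation of sample wells plus 3 SD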; further: some results filed as inactive read as strong as hits
# Target sequence (P08173 whole entry, looked up): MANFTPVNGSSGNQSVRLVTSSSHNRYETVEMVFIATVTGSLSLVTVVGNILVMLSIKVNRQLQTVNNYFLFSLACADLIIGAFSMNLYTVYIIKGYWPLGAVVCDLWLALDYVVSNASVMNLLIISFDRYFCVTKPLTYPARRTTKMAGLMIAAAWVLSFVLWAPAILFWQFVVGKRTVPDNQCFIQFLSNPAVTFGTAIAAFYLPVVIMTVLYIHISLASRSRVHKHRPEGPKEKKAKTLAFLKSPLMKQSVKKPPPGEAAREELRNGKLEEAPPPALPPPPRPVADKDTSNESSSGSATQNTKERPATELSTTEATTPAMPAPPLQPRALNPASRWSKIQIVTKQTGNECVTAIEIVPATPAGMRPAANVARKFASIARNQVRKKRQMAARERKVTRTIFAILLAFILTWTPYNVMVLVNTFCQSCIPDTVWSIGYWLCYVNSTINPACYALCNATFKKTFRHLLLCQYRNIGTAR
# M4 antag: antagonists of human muscarinic M4 receptor (CHRM4). AID 624125. P08173. inhibition, % at 3 µM. actives 0.73% (n = 360,000). CHO-hM4 cells, ACh EC80, Fluo-8 calcium fluorescence;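 active means inhibition above its plate's cutoff, the mean inhibition of sample wells plus 3 SD, cut at about 27% in these data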;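 further: 0% = acetylcholine EC80 with DMSO and 100% = DMSO without agonist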
# CHRM5 PAM: potentiates acetylcholine response at human M5 receptor; CHO-K1 hM5, Fluo-8 calcium, ACh EC20 PAM; 0% = ACh EC20, 100% = ACh EC100; actives 0.3% (n = 360,000); activation, % at 3 µM;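 active means activation above the run cutoff, the mean activation of all test compounds plus 3 SD, cut at about 18% in these data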
#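 Assay system – human M5 receptor in CHO-K1 cells · Read-out – % activation, ACh-normalized · Technique – Fluo-8 calcium fluorescence · Dosing – single-point, 3 µM nominal · Incubation – Fluo-8 loading 80 min at 37 °C plus 30 min room temperature · Repeats – singlicate, one well per test compound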
# CRFBP-R2 agonist: CRF-BP/CRF-R2 complex agonism; actives 0.46% (n = 350,000); activation, % at 13.2 µM; HEK293 CRF-R2/CRF-BP, calcium dye fluorescence (FLIPR); percent of saturating CRF peptide response; AID 588473;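 active means activation of at least 50%, plus an integration ratio under a set limit after plate pattern correction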;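 further: plate controls were neutral control wells without compound for no effect and CRF at EC100 for full effect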
# M4 ag: agonists of human muscarinic M4 receptor (CHRM4). actives 0.14% (n = 360,000). AID 624127. CHO-K1 hM4/Gqi5, Fluo-8 calcium fluorescence; vehicle 0%, full acetylcholine response 100%. activation, % at 3 µM. P08173;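 active means activation above the run mean over all test wells plus 3 SD, cut at about 32% in these data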;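 further: peak over basal fluorescence ratio per well then scaled between controls; 0% = DMSO wells and 100% = acetylcholine at EC100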
# M5 ag: CHRM5 agonism in calcium assay. P08912. CHO-K1 hM5 cells, Fluo-8 calcium fluorescence; 0% DMSO wells, 100% maximal acetylcholine response. activation, % at 3 µM. actives 0.19% (n = 360,000);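 active means activation above the run's mean over test compounds plus 3 SD, cut at about 23% in these data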;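 further: signal is peak over basal fluorescence ratio across the kinetic read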
# The depositor's hits bear a star; / = not tested or not shown.
SMILES,CHRM5 antagonist,CRFR2-BP antag,IDE inh,M4 PAM,M4 antag,CHRM5 PAM,CRFBP-R2 agonist,M4 ag,M5 ag
CCCCc1nc2cc(C(=O)N3CCN(c4nc(C)cnc4C)CC3)ccc2o1,9,6,1,-3,3,1,-3.0,4,0
O=c1nc(N2CCCCC2)nc2n1CCO2,7,-13,-1,10,-1,4,-4.1,1,-1
COc1ccc(C2=Nc3ccccc3N(C(=O)c3ccc4ncccc4c3)C2C(=O)NC2CCCC2)cc1 (stereo not given),-3,/,/,9,-24,3,/,1,-4
O=C(CN1C2CCCC1CC(NC(=O)C1CCCCC1)C2)NCc1ccc(F)cc1 (stereo not given),3,-3,-2,-3,11,0,-0.9,2,-6
O=C(NC(=S)Nc1nc(-c2ccc(Cl)cc2)cs1)c1cccs1,16,-9,0,-1,1,-6,-0.6,1,-3
Cn1ccc(NC(=O)c2ccc(Cl)cc2Cl)n1,5,2,-4,6,4,-7,-0.6,2,3
COc1ccc([N+](=O)[O-])cc1N(CC(O)CN(C)C)S(=O)(=O)c1ccc(C)cc1 (stereo not given),-9,-1,0,-7,-1,1,1.4,1,-3
CCN(CC)Cc1c(C(=O)N/N=C/c2cccnc2)nnn1-c1nonc1N,-11,4,1,-4,-10,1,-0.8,2,-1
Cc1cc(C)c2c(c1)[C@@H]1C=CC[C@@H]1[C@H](c1ccc(S(=O)(=O)N3CCOCC3)cc1)N2,4,-4,4,8,2,0,4.9,3,1
Cc1cc(C)c(C#N)c(N2CCCC2)n1,0,5,1,10,-6,2,0.8,1,0
CCOc1ncccc1C(=O)OCc1ccc(C(=O)OC)o1,6,3,-6,9,-3,3,-0.2,1,0
COCCN1C(=O)C(=O)/C(=C(/O)c2ccc(S(=O)(=O)N3CCOCC3)cc2)C1c1ccc(O)cc1 (stereo not given),5,-23,4,2,-4,0,4.0,0,2
COC(=O)c1cccnc1NC(=S)NNC(=O)c1ccncc1,10,3,5,10,-7,-4,0.5,0,-1
CCC1C(=O)N=C(SCC(=O)NC2CCCCC2)NC1=O (stereo not given),-1,5,-1,-7,5,0,1.1,1,1
Cc1ccc(/C=N/NC(=O)CNC(=O)c2cccc([N+](=O)[O-])c2C)o1,3,8,0,5,-5,2,-1.2,1,-1
CCOc1ccc(C2c3c(oc4ccccc4c3=O)C(=O)N2c2ccc(C)cn2)cc1OC (stereo not given),-6,2,0,0,-10,5,1.7,0,1
COc1ccc(-c2nc3nc(C)c(Cc4ccccc4)c(=O)n3[nH]2)cc1,-8,1,2,3,-17,1,-0.9,0,0
CC1Cc2ccccc2N1C(=O)CSc1nncn1C (stereo not given),10,5,6,3,3,-2,0.8,1,-4
O=S(=O)(c1ccc2c(c1)OCCO2)N1CCN(Cc2ccccc2)CC1,-3,9,2,1,4,-7,-0.8,-1,-3
CCOC(=O)C1=C(C)N(C)C(=O)NC1c1cccc([N+](=O)[O-])c1 (stereo not given),3,-11,-5,14,-3,4,-0.4,1,-2
COc1cc(/C=N/NC2=NS(=O)(=O)c3ccccc32)cc(OC)c1OC,-3,2,-2,-4,0,2,0.1,2,0
Cc1onc(-c2ccccc2)c1C(=O)N(C)CC(=O)Nc1ccc(F)c(F)c1F,2,-14,-1,-2,-4,3,1.5,1,3
COc1ccc(/C=C(\NC(=O)c2ccc(C)cc2)C(=O)NCCCn2ccnc2)cc1,10,5,2,-2,3,4,1.2,1,-2
Cc1cccc(NC(=O)c2cccc(S(=O)(=O)N(C)C3CCCCC3)c2)n1,1,-2,/,0,-1,-2,0.2,6,-1
CCOC(=O)Cn1nc2oc(=O)c(CCN3CCN(c4ccccc4OC)CC3)c(C)c2c1C,1,-4,/,-5,1,-4,1.4,1,-3

# Carrying on:
SMILES,CHRM5 antagonist,CRFR2-BP antag,IDE inh,M4 PAM,M4 antag,CHRM5 PAM,CRFBP-R2 agonist,M4 ag,M5 ag
CC(C)Cc1nnc(NS(C)(=O)=O)s1,-5,10,-2,4,0,1,-1.9,1,-2
Cc1nc2ccccc2n1CC(=O)OCC(=O)NCCc1ccccc1,-6,-4,2,8,1,-3,0.6,1,-1
O=C(CSCc1ccccc1)N/N=C/c1cc2c(cc1Br)OCO2,4,-61,-3,-1,9,-11,-5.5,9,6
CCOC(=O)c1nnc(-c2ccccc2)nc1N1CCSCC1,2,12,1,3,-3,0,-0.8,0,-4
COCCNC(=O)C(c1ccc(C)o1)N(Cc1ccc(OC)cc1)C(=O)Cn1nnc2ccccc21 (stereo not given),-2,-7,7,-7,3,-3,-0.5,4,5
O=C(c1cccc(-c2nnc(-c3ccccc3)o2)c1)N1CCCCCC1,2,5,2,2,-8,4,2.3,8,3
COc1ccc(C(OC(=O)c2ccco2)C(=O)NCc2ccc(C)cc2)cc1 (stereo not given),2,0,5,1,2,-5,1.9,0,-7
CCOC(=O)c1c(C)[nH]c(C(C)=NNC(=O)c2cccs2)c1C,0,1,5,7,8,-7,-4.2,1,4
Cc1cc(C)c2c(=O)c(C#N)coc2c1,16,-21,-5,-14,0,-3,-0.8,0,-4
O=S(=O)(c1cccc(Br)c1)N1CCN(CCc2ccccc2)CC1,2,0,1,-5,-5,1,2.5,7,-5
CC(C)N(Cc1nccn1C)C(=O)c1cc(COc2ccc(-n3cncn3)cc2)on1,3,5,6,0,-10,-4,2.7,3,1
Cc1ccccc1-c1nc(CN2CCC(C(=O)NCc3ccco3)CC2)c(C)o1,-8,-7,9,15,-12,9,0.5,2,-4
O=C(Cc1ccc(Br)cc1)Nc1ccccc1Sc1ccccc1,5,3,-3,-3,13,-9,-0.6,1,-4
COc1ccc(S(=O)(=O)NCC2CCCN(Cc3ccc(C)o3)C2)cc1 (stereo not given),2,-5,-3,4,-4,6,-0.2,1,-10
Cc1ccc(SCCC(=O)Nc2cccc(N(C)S(C)(=O)=O)c2)cc1,-1,-17,3,5,2,2,0.3,6,5
CCc1nc2ccc(C(=O)NCc3ccc4c(c3)OCO4)cn2c1N(C)C(=O)Cc1ccccc1,2,/,/,-5,9,0,/,3,-2
O=C1NC(Nc2nc3ccccc3s2)(C(F)(F)F)C(=O)N1C1CCCCC1 (stereo not given),11,-5,7,-20,10,-10,-0.9,0,-5
CCc1nc(SCC(=O)N2c3ccccc3Sc3ccccc32)c2ccccc2n1,-4,18,7,-5,11,0,-0.9,-2,-3
O=C(CN1CCN(Cc2ccccc2)CC1)N/N=C/c1ccc(Br)s1,9,-7,-1,-23,-9,-5,-0.4,2,-2
CC(=O)CCC(=O)CNC(=O)CC[C@H]1O[C@@H](n2ccc(=O)[nH]c2=O)[C@H](O)[C@@H]1O,-12,/,/,11,-22,5,/,0,0
O=[N+]([O-])c1cc2c(cc1/C=N/Nc1nc(Nc3ccccc3)nc(N3CCCCC3)n1)OCO2,5,-8,2,-2,-9,-5,-0.5,-2,-1
CCn1c(=O)c2c(nc(SCc3ccccn3)n2C)n(C)c1=O,0,14,/,12,-6,-4,0.0,1,-1
COc1cc2ccccc2cc1C(=O)N(CCN(C)C)c1nc2c(OC)ccc(OC)c2s1,16,72*,0,-6,-30,-6,2.0,9,-6
COc1ccc(N2CCN(CC(=O)Nc3ncc(C)s3)CC2)cc1,-4,5,1,-1,-5,1,0.6,0,-4
O=C(Nc1nnc(C2CCCCC2)s1)c1ccc(Br)s1,3,-59,4,-1,7,-2,-1.1,1,0

# (cont.)
SMILES,CHRM5 antagonist,CRFR2-BP antag,IDE inh,M4 PAM,M4 antag,CHRM5 PAM,CRFBP-R2 agonist,M4 ag,M5 ag
CC(NC(=O)c1ccc(F)cc1)c1ccc2c(c1)CCCC2 (stereo not given),2,-1,6,0,16,-1,0.6,-1,-6
COc1ccc(C(=O)Cn2cc([N+](=O)[O-])nc2C)cc1,-4,23,4,8,6,0,0.3,2,-3
COc1cccc(-c2nc(CS(=O)(=O)CC(=O)NCc3ccc(Cl)cc3)c(C)o2)c1,-1,37,6,2,-3,-3,0.5,0,1
COC(=O)c1c[nH]n2c(=O)c(Cc3ccc(F)cc3Cl)c(C)nc12,-3,6,-1,-1,4,-1,0.1,1,3
O=C(NC1(C(F)(F)F)C(=O)Nc2c1c(=O)[nH]c(=O)n2-c1ccc(F)cc1)c1cccnc1 (stereo not given),-9,14,4,0,1,6,0.2,0,-2
O=C(Nc1ccccc1)c1cc(C2CCCN(C(=O)c3ccc4c(c3)CCO4)C2)on1 (stereo not given),17,/,/,-3,-3,0,/,6,4
O=C(N/N=C\C=C\c1ccco1)C1COc2ccccc2O1 (stereo not given),-3,-4,-3,-4,20,12,0.1,1,3
Cc1noc(C)c1C(=O)N1CCN(C(=O)c2sc3cc(Cl)ccc3c2Cl)CC1,7,0,1,12,4,-3,-3.8,3,-1
O=S(=O)(c1ccc(NC(=S)NCc2ccncc2)cc1)N1CCCCC1,-2,-20,1,1,2,2,3.7,5,3
COc1ccc(C(=O)N2CCN(c3ccccc3Cl)CC2)cc1S(=O)(=O)NC1CC1,7,-3,5,5,2,-6,-0.4,6,2
Cc1cccc(C(=O)Nc2cc(NC(=O)c3cccs3)ccc2C)c1,11,-4,5,0,1,-4,-6.1,1,-5
COC(=O)/C=C1\SC(=NC(=O)c2cccc(Cl)c2)NC1=O,0,-4,6,3,-13,-4,6.3,0,2
O=C(CCS(=O)(=O)c1ccccc1)N(CCCN1CCOCC1)c1nc2ccc(F)cc2s1,0,/,-2,-3,-2,-4,/,5,0
Cc1ccc(S(=O)(=O)N2CCN(c3ncnc4scc(-c5ccc(F)cc5)c34)CC2)cc1,0,8,-1,0,-3,-4,-1.4,0,1
O=C(O)c1cc(Cl)c2c(c1)OCO2,9,-5,-1,6,-7,-5,-0.1,0,-3
COc1cc(OC)nc(-n2ncc(Br)c(Br)c2=O)n1,0,34,0,-2,0,-3,-3.2,-2,1
CCOC(=O)c1c(NC(=O)CSc2nc3cc(Cl)ccc3c(=O)n2Cc2ccco2)sc(C(=O)N(C)C)c1C,10,-18,-5,17,-12,-7,1.8,3,-4
CCCNC(=O)CSc1nnc(C)s1,-6,14,7,-5,5,5,4.8,1,1
CCOc1ccc2nc(SCC(=O)NC(=O)NCc3ccco3)[nH]c2c1,5,0,3,0,-1,-1,0.9,0,-4
O=C(O)c1ccccc1N=Nc1ccc(O)cc1,3,-4,-14,-4,0,-5,1.8,1,2
Cc1nccn1-c1cc(C(C)(C)C)nc2c(-c3ccccc3)cnn12,-8,-52,-1,1,-5,3,0.5,1,0
COc1ccc2nc(N3CCC(C)CC3)c(C#N)cc2c1,-3,-21,3,6,-7,-2,12,0,-6
Cc1ccn2c(NC(=O)C(C)(C)Oc3ccc(Cl)cc3)c(-c3cccs3)nc2c1,4,-22,3,-4,-11,-10,0.4,8,1

# Another view of some results above.
Structure	CHRM5 antagonist	CRFR2-BP antag	IDE inh	M4 PAM	M4 antag	CHRM5 PAM	CRFBP-R2 agonist	M4 ag	M5 ag
COc1ccc(C(=O)N2CCN(c3ccccc3Cl)CC2)cc1S(=O)(=O)NC1CC1	7	-3	5	5	2	-6	-0.4	6	2
O=[N+]([O-])c1cc2c(cc1/C=N/Nc1nc(Nc3ccccc3)nc(N3CCCCC3)n1)OCO2	5	-8	2	-2	-9	-5	-0.5	-2	-1
COc1ccc(/C=C(\NC(=O)c2ccc(C)cc2)C(=O)NCCCn2ccnc2)cc1	10	5	2	-2	3	4	1.2	1	-2

# Screening results as filed in PubChem BioAssay.
